AID inhibitor – inhibitors of human activation induced cytidine deaminase | Q9GZX7 | AID deamination FRET fluorescence, UDG-coupled, 4 h | Potency, µM (top dose mostly 115 µM), without a hit: at the highest dose activity change, negative = inhibition, actives largely listed as inhibitors | actives 0.32% (n = 91,000); also: nearly all actives have a fitted effect of over 25% in size
Target sequence (Q9GZX7 whole entry, looked up): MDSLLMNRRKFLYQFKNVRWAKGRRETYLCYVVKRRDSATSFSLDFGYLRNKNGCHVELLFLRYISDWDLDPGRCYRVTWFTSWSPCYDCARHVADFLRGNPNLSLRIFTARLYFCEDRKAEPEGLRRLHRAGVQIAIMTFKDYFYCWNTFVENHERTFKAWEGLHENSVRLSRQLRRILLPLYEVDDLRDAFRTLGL
UDG counter – UDG inhibition counter-screen. FRET deamination/UDG coupled assay, UDG read, 4 h. Potency, µM (titrated, usually from 115 µM), inactives show at the highest dose activity change, negative = inhibition, hits mostly inhibitors. actives 0.14% (n = 91,000); also: nearly all actives have a fitted effect of over 65% in size
Active calls of the source: *; ? = inconclusive; & = joins results of further samples; [ ] = dose if it differs, or a comment. Calls follow the shape of the dose curve; as a rule, active = well fitted curve in the direction sought with a large enough effect; inconclusive = small, poorly fitted or top-dose-only effect, or another doubt; inactive = no such curve, though single readings can be large; an effect the other way counts as inactive or inconclusive. % is scaled to controls: 0 for no effect and ±100 for the full control effect; potency is read from the fitted curve at half-maximal effect. Not all compounds are listed (hit frequency here may not be typical).

Sequence of screens: AID inhibitor, UDG counter
CC(=O)Nc1ccc(Nc2cc(C)nc3c(-c4ccc(C)cc4)c(C)nn23)cc1
  -10.8%, -4.3%
Cc1nc(SCC(=O)N(c2ccccc2)c2ccccc2)oc1C
  -9.3%, -8.6%
Cn1cc(CC(=O)NCc2ccc(C(N)=O)cc2)c2ccccc21
  -0.4%, -1.7%
O=C(CSc1nnc(COc2ccccc2)o1)Nc1cc(C(F)(F)F)ccc1Cl
  23.2%[57.5 µM], -2.7%[57.5 µM]
COc1cccc(NC(=O)Cn2nnc(C(=O)NCCc3ccccc3)c2N)c1
  -7.8%, 6.8%
Cc1ccc(C)c(NC(=O)c2cc3c(s2)CCC3)c1
  -5.3%, -11.6%
COc1cc(OC)c(NS(=O)(=O)c2ccc3c(c2)CCCN3C(C)=O)cc1Cl
  5.8%, 2.6%
COc1ccc(Cn2ccc3nc(C)c(C(=O)N4CCN(c5ccccc5OC)CC4)cc3c2=O)cc1
  -10.0%, -0.8%
O=C(CCSc1ccccc1)OCC(=O)c1ccc(Cl)cc1
  17.4%, -12.8%
COc1ccccc1CNC(=O)COC(=O)c1cccnc1Nc1cccc(C(F)(F)F)c1
  8.0%, -0.3%
CCOCCCNc1nc2cc(OC)c(OC)cc2c2nc(-c3ccccc3)nn12
  -8.4%, ?
Cc1ccc(C(=O)/C=C/c2cn(CC(O)CN3CCCCCC3)c3ccccc23)cc1 (stereo not given)
  ?, -15.3%
COCCN(CCOC)C(=O)/C=C/c1ccsc1
  9.7%, 4.0%
Cc1ccc(-n2c(=O)c3cccnc3n2CC(=O)Nc2ccccc2C(F)(F)F)cc1C
  -5.3%, -12.6%
COc1ccc(/C=C/C(=O)NCC(C)C)cc1
  -1.7%, 5.6%
Cc1c(Cl)cccc1NC(=O)NCc1c(-n2cccc2)sc2c1CCCC2
  2.3%, 1.6%
CCOC(=O)Cn1nc(C)c(NC(=O)COc2ccc(C)c(C)c2)c1C
  8.3%, 6.6%
N#Cc1ccccc1-c1ccc(COC(=O)C2CCCO2)cc1 (stereo not given)
  -5.5%, -3.4%
COc1cccc(CNC(=O)CCS(=O)(=O)c2cc3c4c(c2)CCN4C(=O)CC3)c1
  23.2%, -14.2%
Cc1ccccc1Nc1c(-c2ccc(Cl)s2)nc2cccc(C)n12
  -25.9%, -7.6%
Cc1cc(C)c2nc(SCC(=O)NC(=O)NC(C)(C)C)cc(C)c2c1
  -4.5%, -1.5%
O=C(Cn1c(SCCOc2ccc(Cl)cc2)nc2ccccc21)N1CCCCC1
  -6.1%, -4.8%
COc1ccccc1NC(=O)CC1Nc2ccccc2NC1=O (stereo not given)
  -15.7%, -7.8%
O=Cc1c(-c2ccc(Cl)cc2)[nH]c2ccccc12
  4.4%, 1.0%
CC1CC(=O)Nc2ccccc2N1C(=O)Cn1cnc2c(Cl)cc(Cl)cc2c1=O (stereo not given)
  -6.9%, -6.9%
Cc1cccc(C)c1-n1ncc(C(=O)NCCCN2CCCCC2)c1C1CCN(C(=O)OC(C)(C)C)CC1
  -19.3%, -16.8%
CCN(CC)S(=O)(=O)c1ccc2c(c1)N(CC(=O)Nc1ccccc1F)C(=O)C1CCCN21 (stereo not given)
  -3.6%, -5.5%
COc1cc(C(=O)Nc2ccc3sc(NC(C)=O)nc3c2)cc(OC)c1OC
  1.8%, 1.7%
O=c1c(-c2cc(-c3ccccc3)nc3c2COc2ccc(Cl)cc2-3)coc2ccc(F)cc12
  22.4%, -0.1%
CCOC(=O)C(C)Oc1ccc2c(=O)c(Oc3ccc(C(=O)OC)cc3)c(C)oc2c1 (stereo not given)
  -20.9%, 2.6%
Cc1cc(=O)n(CC(=O)N2CCCC2)c(-c2ccccc2)n1
  -9.3%, 8.3%
Cc1cccc(-n2ccnc2SCC(=O)Nc2ccccc2C(F)(F)F)c1
  -0.3%, -5.8%
CSc1ncc(C(=O)NCc2cccc(F)c2)c(-c2ccccc2)n1
  -13.0%, 6.2%[57.5 µM]
Cc1cc(C)cc(NC(=O)c2cc(S(=O)(=O)N3CCc4ccccc43)cn2C)c1
  -5.9%, -1.5%
Cc1ccc(-c2noc(-c3ccc(N4CCCCC4)c([N+](=O)[O-])c3)n2)cc1
  -14.5%, -23.9%
Cc1cc(Br)ccc1NC(=O)C(NS(=O)(=O)c1cccs1)c1ccccc1 (stereo not given)
  9.1%, 8.7%
COCCCNC(=O)c1c(NC(=O)Cc2coc3cc(C)ccc23)sc2c1CCCC2
  39.3%[activator], -20.7%
CCC1CN(C(=O)Nc2ccc(Br)cc2F)c2ccccc2S1 (stereo not given)
  ?, 9.9%
COc1ccc(C(=O)Nc2oc3ccc(Cl)cc3c(=O)c2-c2ccccc2)cc1OC
  4.8%, 11.3%
O=C1CSc2ccc(C(=O)OCc3cc(-c4ccc(Cl)cc4)no3)cc2N1
  -6.2%, -11.3%
O=C(NCCCc1ccccc1)c1cc(-c2cccc3ccccc23)nc2ccccc12
  2.5%, 0.9%
Cc1ccc2c(=O)cc(C(=O)Nc3ccc(S(=O)(=O)N4CCCCC4)cc3)oc2c1
  -27.1%[57.5 µM], -16.0%[57.5 µM]
CC1=C(C(=O)Nc2ccc(C)cc2Cl)C2(CCCCCC2)OC1=O
  -0.1%, -19.0%
COc1cc(OC)cc(C(=O)Nc2ccc(-c3nc4cc(C(C)C)ccc4o3)cc2)c1
  -6.7%, ?
O=C(NCCc1nc2ccccc2[nH]1)c1ccc(N2CCCN(Cc3ccccc3)C2=O)cc1
  -11.1%, 3.9%
COc1ccc(Cc2nnc(C(=O)NCCN3CCN(c4cccc(Cl)c4)CC3)o2)cc1OC
  -6.6%, -5.4%
Cc1occc1-c1nnc(SCC(=O)N(Cc2ccccc2)c2ccccc2)o1
  -18.6%, -8.8%
Cc1nn(CC(=O)Nc2ccc(OC(F)(F)F)cc2)c(=O)c2c(C)n(-c3ccc(Cl)cc3)nc12
  10.1%, -7.9%
COc1ccc(-c2cc3c(=O)n(CC(=O)Nc4ccc(Br)c(C)c4)ccn3n2)cc1OC
  -4.9%, 4.6%
CS(=O)(=O)c1ccc2nc(NC(=O)/C=C/c3cccs3)sc2c1
  -3.6%, 0.3%
COc1ccc(NC(=O)CN(C)S(=O)(=O)c2cnc[nH]2)cc1Cl
  -19.0%, -1.2%
O=C1/C(=C/c2cccc(Cl)c2Cl)C(c2ccccc2)Oc2ccccc21 (stereo not given)
  -7.2%, -2.1%
CCOc1ccccc1C(=O)N1CCc2cc(OC)c(OC)cc2C1COc1ccc(OC)cc1 (stereo not given)
  ?, -20.3%
CCOC(=O)c1c(NC(=O)c2cc(CC)on2)sc(C(C)=O)c1C
  10.0%, -1.7%
O=C(c1cc2cc(Br)ccc2oc1=O)N1CCN(S(=O)(=O)c2ccccc2)CC1
  -7.7%, -1.6%
CCCCCCn1c(CNC(=O)c2ccccc2)nc2ccccc21
  1.9%, 2.3%
CC(=O)Nc1ccc(NC(=O)c2oc3ccc4c(c3c2C)C(=O)CC(C)(C)O4)cc1
  80.8%[activator], -8.8%
Cc1ccc2nc(NC(=O)c3nc(SCc4ccccc4C)ncc3Cl)sc2c1
  -2.5%, -3.9%
COc1ccc(CNC(C)c2ccccc2)cc1 (stereo not given)
  -4.6%, -5.8%
COc1ccc(-c2[nH]ncc2C(=O)NCc2cccc(F)c2)cc1
  0.2%, -1.5%

Next part.
Sequence of screens: AID inhibitor, UDG counter
C#CCNC(=O)N1CCN(c2cccc(Cl)c2)CC1
  -7.3%, 2.7%
CC(C)c1cc(C(=O)Nc2ccc(F)cc2)nn1C1CCS(=O)(=O)C1 (stereo not given)
  4.4%, -3.5%
COc1ccc(B(O)O)cc1
  -1.2%, 3.5%
CC(C)(C)c1cc(-c2nc3ccccc3[nH]2)n[nH]1
  5.5%, -3.8%
Cc1cccc(N2CCN(C(=O)c3cc4ccc(F)cc4nc3C)CC2)c1C
  -11.4%, -5.0%
O=C(O)CCCCn1c(SCC(=O)Nc2ccccc2C(F)(F)F)nc2ccsc2c1=O
  6.6%, -2.6%[57.5 µM]
CC(C)CCOc1ccc(Oc2nc(N(C)C)nc(N(C)C)n2)nn1
  -1.0%, -8.3%
COCc1cccc(C(=O)NCCc2ccccc2)c1
  5.6%, 4.0%
CC1CCN(S(=O)(=O)c2ccc3c(c2)N(CC(=O)NCCCOC(C)C)C(=O)CO3)CC1
  3.3%, 4.3%
O=C(Cc1cccs1)N1CCSCC1
  1.0%, 1.1%
Cc1noc2ncc(C(=O)Oc3ccc4cc(Br)ccc4c3)cc12
  31.7%[activator], -14.8%
Cc1ccc(N/N=C/C=C/c2ccccc2)cc1Cl
  -11.2%, -7.9%
Cc1cccc(Cn2c(=O)c3c(nc(-n4nc(C)cc4C)n3CC(C)C)n(C)c2=O)c1
  -20.1%, -10.1%
CN1CCN(c2ccc(NC(=O)c3cccc(F)c3)nc2)CC1
  3.6%, -3.3%
O=C(Nc1ccc(OC2CCCC2)cc1)c1ccccn1
  -8.5%, -2.4%
CC(CN1CCCCC1)OC(=O)c1cc(C(C)(C)C)cc(C(C)(C)C)c1 (stereo not given)
  0.2%, 3.3%
Cc1nn(C)cc1CN(C)C(=O)Cn1nc(C(F)(F)F)c(Cl)c1C
  -4.4%, 4.3%
COc1ccc(NC(=O)c2ccco2)cc1NC(=O)c1cc(Cl)ccc1OC
  -20.7%, -8.3%
COCCNc1oc(-c2cccs2)nc1S(=O)(=O)c1ccc(Cl)cc1
  -11.2%, -8.4%
Fc1ccc(-c2nnc(SCc3ncc(-c4ccccc4)o3)o2)cc1
  3.6%, 4.5%
O=C(NC1(C(F)(F)F)C(=O)Nc2c1c(=O)[nH]c(=O)n2-c1ccc(F)cc1)c1ccccc1 (stereo not given)
  15.4%, 3.5%
COc1ccc(C(=O)NCC(c2ccc3c(c2)OCO3)N2CCN(C)CC2)cc1OC (stereo not given)
  2.1%, 16.9%
CC(C)(C)c1ccc(C(=O)CCCN2CCC(OC(c3ccccc3)c3ccccc3)CC2)cc1
  -15.9%&-11.7%, -14.6%&-5.4%
CCc1ccccc1NC(=O)CN1C(=O)c2cccnc2Sc2ccccc21
  7.7%, -2.2%
CCOC(=O)c1sc2ccccc2c1S(=O)(=O)N1CCN(c2cccc(C)c2C)CC1
  -5.1%, -2.9%
CCC1CCCCN1C(=O)CCS(=O)(=O)c1cc2c(cc1C)NC(=O)CO2 (stereo not given)
  -15.6%, -5.1%
Cc1ccc(-c2noc(-c3cccnc3NCc3ccco3)n2)cc1
  -0.5%, -25.2%
CCCCNC(=O)CSc1nc2n[nH]c(C)c2c(=N)n1-c1cccc(Cl)c1C
  1.5%, -11.4%[57.5 µM]
CCCCNC(=S)Nc1cccc(Cl)c1
  7.1%, 2.2%
Cc1ccc(CNC(=O)c2ccc(CSCc3ccc(Cl)cc3)o2)cc1
  ?, -4.7%
O=C(NCC(c1ccco1)S(=O)(=O)c1ccc(Cl)cc1)c1ccc(C(F)(F)F)cc1 (stereo not given)
  12.1%, 0.0%
COc1ccc(CC(=O)NCc2ccc3c(c2)CCN3C(C)=O)cc1OC
  16.4%, 0.9%
O=C(CSc1ccc(F)cc1)Nc1cc2c(cc1Cl)OCCCO2
  -19.8%, -12.8%
O=C(CSc1cn(Cc2ccc(F)cc2)c2ccccc12)N1CCCCC1
  -18.0%, -6.8%
COc1ccc(N2CCN(c3c4c(nc5nncn35)CCC4)CC2)cc1
  5.9%, -1.6%
O=C(O)c1cc(F)c(Cl)cc1Cl
  -4.9%, -0.2%
Cc1ccc(CN(Cc2ccco2)C(=O)COc2ccc(C)c(C)c2)cc1
  ?, -10.0%
CC1CCCCN1C(=O)CSc1nc2ccccc2nc1Cc1ccc(Cl)cc1 (stereo not given)
  -6.5%, -11.1%[57.5 µM]
COCCCNC(=O)C1CCN(c2nn3cc(-c4ccc(F)cc4)nc3s2)CC1
  0.4%, -9.9%
Cc1ccc(N(C)C(=O)CN2C(=O)CCc3cc(S(=O)(=O)N4CCOCC4)ccc32)cc1
  -3.6%, -16.2%
C=CCNC(=O)/C=C/c1cnc2ccccc2n1
  -7.1%, -0.7%
COCCNc1oc(-c2ccccc2)nc1S(=O)(=O)c1ccc(Br)cc1
  ?, -16.3%[57.5 µM]
Cc1cc(C(C#N)c2ccc(Cl)cc2)c(Cl)cc1NC(=O)CCc1ccccc1 (stereo not given)
  -3.5%, 5.5%
Cc1cccc(NC(=O)c2cc3c(=O)n4cccc(C)c4nc3s2)c1C
  5.0%, -3.8%[57.5 µM]
COc1ccc(Cn2ccnc2SCC(=O)Nc2ccc(C)cc2C)cc1
  -25.1%, -8.6%
CCC(=O)N1CCc2cc(Br)cc(S(=O)(=O)N3CCN(c4ccccc4OC)CC3)c21
  18.1%, 0.5%

Filtered by structure: those above containing a tert-butyl group.
Sequence of screens: AID inhibitor, UDG counter
Cc1cc(C)c2nc(SCC(=O)NC(=O)NC(C)(C)C)cc(C)c2c1
  -4.5%, -1.5%
Cc1cccc(C)c1-n1ncc(C(=O)NCCCN2CCCCC2)c1C1CCN(C(=O)OC(C)(C)C)CC1
  -19.3%, -16.8%
CC(C)(C)c1cc(-c2nc3ccccc3[nH]2)n[nH]1
  5.5%, -3.8%
CC(CN1CCCCC1)OC(=O)c1cc(C(C)(C)C)cc(C(C)(C)C)c1 (stereo not given)
  0.2%, 3.3%
CC(C)(C)c1ccc(C(=O)CCCN2CCC(OC(c3ccccc3)c3ccccc3)CC2)cc1
  -15.9%&-11.7%, -14.6%&-5.4%
